# Screening data from PubChem.
# Vc quorum ag: inducers of Vibrio cholerae quorum light production without autoinducers, primary screen, BH1578 luxS cqsA deficient, single point; V. cholerae BH1578 lux reporter, luminescence, 6 h; activation, % at 18.7 µM; 350,000 tested, 0.16% active; AID 588436, 2011; in the data active = activation mostly above about 9.7%, no sharp cut-off; inconclusive = no clear call, values can overlap the other calls; inactive = mostly below about 3.7%; note: not every result past the cut was called active; inactives centre near 0; reference of the scale not given here
# TcdB inh: TcdB glycohydrolase inhibitors, primary screen, biochemical, single point, plate reader | Toxin B (Clostridioides difficile), P18177 | TcdB glycohydrolase enzymatic assay | inhibition, % at 9.99 µM | 350,000 tested, 0.24% active | AID 652162, 2013; in the data active = inhibition above about 10%
# Y pestis TopoI: Yersinia pestis topoisomerase I inhibitors, primary screen, biochemical, cleavage product accumulation, plate reader, single point. DNA topoisomerase I (Yersinia pestis CO92). Y. pestis Topo-I cleavage product accumulation. activity, % at 10 µM. 360,000 tested, 0.064% active. AID 504884, 2011; in the data active = activity above about 50%, passing the limit was not always enough; inconclusive = no clear call, values can overlap the other calls; note: inactives centre near 2
# Mtb BioA inh: M. tuberculosis BioA enzyme inhibitors, primary screen, biochemical, plate reader, single point, HTS | 7,8-diaminopelargonic acid synthase BioA (Mycobacterium tuberculosis) | purified M. tuberculosis BioA enzyme | inhibition, % at 9.99 µM | 360,000 tested, 0.096% active | AID 602481, 2012; in the data active = inhibition above about 40%; inconclusive = no clear call, values can overlap the other calls
# FadD28 binding: inhibitors of FadD28 bisubstrate probe binding, primary screen, biochemical, fluorescence polarization, single point | Mycobacterium tuberculosis FadD28 fatty-acid-AMP ligase | inhibition, % at 12.5 µM | 360,000 tested, 0.22% active | AID 588549, 2011; in the data active = inhibition above about 8.5%, passing the limit was not always enough; inconclusive = no clear call, values can overlap the other calls
# GDH-TPI counter: GDH-TPI coupling enzyme inhibitors, primary screen, artefact control for M. tuberculosis FBA inhibitor project, biochemical, absorbance, full deck; inhibition, % at 4.8 µM; GDH-TPI coupled enzyme counterscreen, NADH absorbance; 360,000 tested, 1.2% active; in the data active = inhibition above about 30%;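 note: 0% = DMSO wells and 100% = wells lacking the enzyme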
# Mtb UGM inh: M. tuberculosis UGM enzyme inhibitors, primary screen, biochemical, fluorescence polarization, single point; inhibition, % at 10 µM; 320,000 tested, 0.06% active; purified UGM, fluorescence polarization probe displacement; AID 504406, 2011; in the data active = inhibition above about 10%, passing the limit was not always enough; inconclusive = no clear call, values can overlap the other calls
# Target sequence (P9WIQ1 whole entry, looked up): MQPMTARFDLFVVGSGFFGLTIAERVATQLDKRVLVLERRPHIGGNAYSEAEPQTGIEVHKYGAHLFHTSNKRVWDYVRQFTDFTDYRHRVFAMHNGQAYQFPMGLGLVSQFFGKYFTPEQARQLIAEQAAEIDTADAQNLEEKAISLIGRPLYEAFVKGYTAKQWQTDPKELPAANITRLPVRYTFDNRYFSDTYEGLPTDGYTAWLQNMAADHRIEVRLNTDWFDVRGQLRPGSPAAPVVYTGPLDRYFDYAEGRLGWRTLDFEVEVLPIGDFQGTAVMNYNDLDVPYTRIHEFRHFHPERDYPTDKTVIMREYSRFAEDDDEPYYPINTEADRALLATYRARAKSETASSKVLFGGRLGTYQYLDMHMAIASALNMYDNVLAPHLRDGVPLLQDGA
# FBA Mtb inh: Mtb FBA enzyme inhibitors, primary screen, biochemical, fluorescence, strain H37Rv; Fructose-bisphosphate aldolase (Mycobacterium tuberculosis (strain ATCC 25618 / H37Rv)), …; purified M. tuberculosis FBA, fluorescence read-out; inhibition, % at 1 µM; 360,000 tested, 2.3% active; in the data active = inhibition above about 27%;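 note: 0% = vehicle and 100% = reference inhibitor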
# Target sequence (P9WQA3 whole entry, looked up): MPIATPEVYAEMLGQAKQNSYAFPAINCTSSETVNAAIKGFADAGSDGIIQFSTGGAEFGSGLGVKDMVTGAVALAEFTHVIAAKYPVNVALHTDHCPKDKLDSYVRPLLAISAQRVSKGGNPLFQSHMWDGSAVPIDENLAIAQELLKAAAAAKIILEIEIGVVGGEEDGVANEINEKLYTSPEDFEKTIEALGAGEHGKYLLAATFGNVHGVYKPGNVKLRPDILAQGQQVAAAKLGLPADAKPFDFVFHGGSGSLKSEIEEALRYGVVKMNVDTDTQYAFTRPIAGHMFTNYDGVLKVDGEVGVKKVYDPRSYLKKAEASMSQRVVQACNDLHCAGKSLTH
# PfHsp40 yeast: rescue of yeast from PfHsp40 toxicity, primary screen, S. cerevisiae, ATP luminescence; S. cerevisiae expressing PfHsp40, growth rescue; 340,000 tested, 0.68% active; growth rescue, % at 12.5 µM; AID 504582, 2011; in the data active = growth rescue above about 28%, passing the limit was not always enough; inconclusive = no clear call, values can overlap the other calls;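 note: yeast W303a lacking pdr1 and pdr3 grown in galactose medium; growth measured after three days at 30 °C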
# Numbers without * were called inactive; i = inactive; ? = inconclusive; · = no result given; + = active, no number.
cpd	Compound	FadD28 binding	Y pestis TopoI	Mtb BioA inh	TcdB inh	PfHsp40 yeast	FBA Mtb inh	GDH-TPI counter	Vc quorum ag	Mtb UGM inh
1	COc1ccc(-c2c(NCCc3ccccc3)c(=O)c2=O)cc1	-0.8	6	13	-1.0	0.3	1	6	-0.9	1.3
2	Cc1ccc(S(=O)(=O)N2CC=C(c3ccc(F)cc3)CC2)cc1	-2.7	37	·	·	-0.2	0	1	-0.6	0.9
3	CCCCCN(C(=O)CCC(=O)OCC(=O)NCc1cccc(OC)c1)c1c(N)n(CCCC)c(=O)[nH]c1=O	-1.8	16	1.1	-3.1	3.2	-2	2	i	2.5
4	CC(C)Nc1nc(NCCN2CCNC2=O)c2sccc2n1	-1.7	0	-0.5	0.2	·	0	10	-0.9	·
5	COc1ccccc1-c1cc(C(=O)NCc2ccco2)no1	-0.3	3	1.1	·	-0.6	11	-3	0.6	-1.2
6	COc1ccc(C(=O)N/N=c2\oc3ccccc3cc2C(=O)NCc2ccccc2)cc1	-1.4	-1	-1.1	·	-0.4	1	-4	-0.6	-2.8
7	CCOC(=O)c1c[nH]n2c(=O)cc(C)nc12	-1.8	3	-1.7	-3.8	-0.1	7	-4	i	-3.4
8	CCOC(=O)CN(C(=O)CSc1nnc(-c2cccc(OC)c2)o1)c1ccc(F)cc1	-3.9	14	1.6	·	0.5	-5	-8	-0.4	-0.8
9	COCCCNCCOCCOc1ccc(Cl)cc1Br	-5.8	2	·	·	0.8	-3	-7	-0.3	6.0
10	S=C(Nc1cccc(Cl)c1Cl)N1CCCC1	-1.2	4	-0.5	1.0	-0.4	0	2	-0.3	2.4
11	COCCNC(=O)C1(C)CCN(C(=O)c2cc(C)n(C(C)(C)C)n2)C1 (stereo not drawn)	-2.6	1	0.8	-0.1	·	-2	-3	0.2	·
12	CCOC(=O)Cn1c(S(=O)(=O)Cc2ccc(F)cc2)nc(-c2ccccc2)c1-c1ccccc1	-0.1	52*	-0.2	·	0.5	-2	21	-0.2	-0.7
13	CSc1nc(S(=O)(=O)c2ccc(C)cc2)c(N2CCOCC2)s1	-0.5	10	-0.4	0.6	·	2	9	i	·
14	O=C1CCCC(O)=C1C=Nc1ccc2c(c1)oc1ccccc12	-2.9	-9	-1.4	·	-1.3	3	10	i	-2.1
15	COc1ccc(CN(CC(=O)NCc2ccc(F)cc2)C(=O)CCC(=O)Nc2cc(C)ccn2)cc1	-2.6	16	·	0.0	0.8	1	-3	-0.1	-0.4
16	Cc1cccc2cc3ccccc3nc12	-0.9	7	·	0.7	3.0	14	8	-1.7	1.5
17	CN1CCC(N2CCN(C3CN(CCc4ccccc4)S(=O)(=O)C3)CC2)CC1 (stereo not drawn)	2.1	·	0.9	1.6	·	0	·	·	·
18	Nc1nc(SCC(=O)Nc2ccccc2Sc2ccc(Cl)cc2)n[nH]1	-6.0	6	1.3	·	1.2	3	9	i	-0.7
19	Cn1c(C(=O)NCCN2CCc3ccccc3C2)cc2c(=O)[nH]c3ccccc3c21	-0.5	10	·	·	0.0	5	-1	-0.2	0.6
20	Cc1cccc(NC(=O)c2ccc(OC3CSC3)cc2)c1	-2.4	13	-0.6	·	-0.3	-3	2	-2.4	0.8

# Quoted at random: 2 entries already listed
cpd	Compound	FadD28 binding	Y pestis TopoI	Mtb BioA inh	TcdB inh	PfHsp40 yeast	FBA Mtb inh	GDH-TPI counter	Vc quorum ag	Mtb UGM inh
8	CCOC(=O)CN(C(=O)CSc1nnc(-c2cccc(OC)c2)o1)c1ccc(F)cc1	-3.9	14	1.6	·	0.5	-5	-8	-0.4	-0.8
2	Cc1ccc(S(=O)(=O)N2CC=C(c3ccc(F)cc3)CC2)cc1	-2.7	37	·	·	-0.2	0	1	-0.6	0.9

# Later entries.
cpd	Compound	FadD28 binding	Y pestis TopoI	Mtb BioA inh	TcdB inh	PfHsp40 yeast	FBA Mtb inh	GDH-TPI counter	Vc quorum ag	Mtb UGM inh
21	O=C1c2ccccc2C(Nc2ccc(S(=O)(=O)N3CCOCC3)cc2)N1Cc1ccco1 (stereo not drawn)	-3.9	14	0.1	0.4	-0.6	-2	5	-0.3	-1.1
22	S=C(NCc1ccccc1)N1CCN(Cc2ccc3c(c2)OCO3)CC1	-1.0	3	3.8	2.0	1.7	2	6	-0.3	-2.3
23	O=C(CSc1nnc(CNc2ccc(F)cc2)o1)N1c2ccccc2Sc2ccccc21	-2.8	17	-0.9	·	0.7	-2	-6	-0.4	0.3
24	Cc1ccc(S(=O)(=O)N/N=C/c2ccc(O)c(O)c2)cc1[N+](=O)[O-]	-4.2	6	0.1	-1.4	-0.3	-3	33*	i	1.9
25	COc1ccc(N2C(=O)c3ccccc3NC23CCCC3)cc1	1.7	5	·	-0.6	-2.6	3	7	-0.5	-1.1
26	O=C(CN1CCN(c2ccccn2)CC1)N1CCc2ccccc21	-3.0	-2	-0.2	1.0	-0.8	0	0	i	-3.9
27	O=C(Nc1ccc(F)cc1F)c1cc(-c2ccco2)on1	-2.8	-8	-1.3	·	-0.1	1	12	1.7	2.0
28	COc1cc(NC(C)=O)c2ncccc2c1NC(C)=O	-2.4	-6	-1.3	0.7	-0.4	2	-3	i	0.5
29	Cc1cc(C)c2sc(NC(=O)c3ccc(N4C(=O)CCC4=O)cc3)nc2c1	-4.4	-1	·	0.5	7.4	-1	8	-0.1	-0.1
30	Cc1nc2nc(-c3ccc(Cl)cc3)cn2nc1C	-2.3	1	·	·	-0.4	142*	-5	0.2	-1.1
31	CC1CCC/C(=N\NC(=O)COc2ccccc2Cl)C1 (stereo not drawn)	-3.4	-2	11	0.9	-1.1	2	-2	i	-1.3
32	Clc1ccc(COc2cccc(CNCc3ccncc3)c2)cc1	-6.5	28	2.6	1.5	1.0	1	-7	-0.2	1.5
33	COc1ccc(-n2nnc3c(=O)n(CC(=O)Nc4ccc5c(c4)OCCO5)cnc32)cc1OC	-1.8	-2	2.8	1.4	-1.9	0	-4	-0.3	-3.0
34	COc1cc2c(cc1OC)CN(CC(=O)Nc1ccc(F)cc1F)CC2	0.5	-3	-0.3	2.4	0.0	2	-1	-13	-0.1
35	O=C1C=C(c2ccc3c(c2)oc2ccccc23)C[C@@H](c2ccc3c(c2)OCO3)C1	0.2	-5	-1.6	1.2	-2.1	5	4	i	-0.3
36	COc1ccccc1N1CCN(C(=O)c2cc(=O)c3c(C)cc(C)cc3o2)CC1	-1.8	9	0.2	0.2	?	2	14	5.6	1.1
37	COc1ccccc1C(=O)N/C(=N/c1nc(C)cc(C)n1)Nc1ccccc1	-2.3	23	·	1.6	0.9	3	0	-1.0	0.9
38	CN(C)CCCNC(=O)c1cc(Br)ccc1O	-0.2	-6	0.2	0.4	0.8	15	4	i	1.6
39	CC1(C)CC(N2CCCC2)=CC(=[N+]2CCCC2)C1	-0.7	2	0.6	-6.0	-1.6	-1	28	-2.3	-1.7
40	Cc1cccc(NC(=O)c2cc(S(=O)(=O)N3CCc4ccccc43)cn2C)c1C	0.1	7	-0.1	0.6	1.6	-1	10	i	-1.7
41	CCCCN1C(=O)C(CC(=O)NC2CCCC2)CC(C(=O)N(C)C)=C1C (stereo not drawn)	-0.4	6	0.0	1.9	·	-1	9	i	·
42	COCCn1c(C)cc(/C=N/NC(=O)c2cccnc2)c1C	-0.6	8	·	-1.3	-1.3	-1	7	0.4	1.3
43	COCCCC1CCN(Cc2nc(-c3ccccc3)no2)CC1	-1.4	-2	·	0.2	-0.2	0	5	i	-0.8
44	COC(=O)[C@]1(Cc2ccccc2)N[C@H](CN(C)C(=O)c2ccccc2)[C@@H]2C(=O)N(C)C(=O)[C@@H]21	-0.5	8	-0.8	0.1	0.2	0	-1	1.0	·
45	O=C1CCCc2sccc2N1	-3.5	6	0.0	-0.3	-0.1	-4	-2	1.9	-1.5
46	COc1ccc(S(=O)(=O)N2CCN(C(=O)Cc3ccsc3)CC2)cc1	-0.3	7	1.0	4.4	0.5	-1	10	i	·
47	CC(=O)Nc1ccc(S(=O)(=O)N(C)c2ccc(OCC(=O)Nc3ccccc3C(C)=O)cc2)cc1	1.5	12	-1.7	1.3	-0.7	0	2	i	·
48	CCN(C(=O)COC(=O)c1ccc2c(c1)OCO2)c1c(N)n(Cc2ccccc2)c(=O)[nH]c1=O	-0.6	-1	-0.8	0.6	1.7	3	5	i	·
49	Cc1ccc(NC(=O)CN(C)S(=O)(=O)c2ccc(Cl)s2)c(O)c1	-2.2	8	-0.8	1.2	1.1	5	1	i	-1.0
50	O=C1c2ccccc2C(=O)N1OCc1ccccc1[N+](=O)[O-]	-0.2	5	·	-7.3	-2.2	4	2	-0.2	0.2
51	NS(=O)(=O)c1cc(C(=O)NCCc2ccccn2)ccc1Cl	-1.3	-11	·	-0.2	-0.1	3	26	-0.2	-1.0
52	CCNC(=S)N/N=C/c1cn(Cc2ccccc2F)c2ccccc12	-0.7	5	·	·	-0.5	3	22	-0.2	-3.5
53	O=C(NCCOc1ccc2ccccc2c1)c1cncc(Br)c1	-4.6	4	0.0	-1.4	1.9	1	-18	i	1.7
54	CCOC(=O)c1cc2nc(OCC)nc(OCC)c2[nH]1	-3.9	4	-0.3	1.1	-0.6	20	10	-2.0	·
55	Cc1ccc2nc(-c3ccccc3NC(=O)CCC(=O)O)c(=O)[nH]c2c1	0.8	4	-0.2	1.0	0.0	2	9	i	4.0
56	CCCNC(=O)COC(=O)/C=C/c1ccc(C)o1	-2.9	5	·	1.0	-0.7	-1	9	+	2.2
57	COc1ccc(OC)c(NC(=O)c2ccc3c(=O)n(CCc4ccccc4)c(=S)[nH]c3c2)c1	-4.5	-4	-0.6	0.8	-0.6	-2	10	-0.4	·
58	Cc1ccc(CNC(=O)CCc2c(C)[nH]c(=O)c(C#N)c2C)cc1	-3.2	6	0.2	0.9	0.7	2	-7	i	-1.1
59	CC1CCCCN1C(=O)Cn1c(=O)oc2ccccc21 (stereo not drawn)	0.7	-6	1.3	·	0.0	-1	7	i	2.5
60	Cc1ccc(CNC(=O)c2ccc(CN3CCOCC3)cc2)cc1	-0.8	1	-1.1	·	-1.0	0	2	-0.3	-3.9
61	COc1ccc(C(=O)Nc2ccc3[nH]ncc3c2)cc1	-2.4	1	3.0	0.1	0.5	-1	-1	-0.7	0.2
62	Cc1cc(C)nc(SCC(=O)Nc2ccc(S(=O)(=O)Nc3onc(C)c3C)cc2)n1	0.1	-3	-1.7	0.7	-1.5	2	12	-0.2	2.2
63	COc1cccc(CC(=O)OCC(=O)NNC(=O)c2ccc(Br)cc2)c1	-0.2	-8	-6.4	0.3	0.5	2	6	-0.2	2.0
64	NC(=O)NC(=O)COC(=O)CCSc1ccccc1	-3.1	-2	-1.3	0.5	-0.8	1	-2	i	1.5
65	O=C(N/N=C/C=C\c1cccc([N+](=O)[O-])c1)c1cccnc1	-2.1	-1	5.1	-0.5	-1.5	3	25	i	-0.6
66	Cc1c(NS(=O)(=O)c2cc(C(=O)NCCN(C)C)ccc2Cl)c(=O)n(-c2ccccc2)n1C	-0.4	1	-0.3	1.9	-1.6	1	1	-0.1	-0.9
67	Cc1cccc(NC(=O)CSc2nc(=O)n3ccccc3n2)c1C	0.5	8	·	-1.8	0.4	0	13	i	-0.4
68	CCOc1ccc(S(=O)(=O)NCCC(=O)NNC(=O)c2ccc(F)cc2)cc1	-2.1	-5	0.7	0.2	·	1	2	-0.5	·
69	COc1cc(SC)ccc1C(=O)OCC(=O)N1CCN(C(C)=O)CC1	-4.2	0	-2.0	-1.6	1.0	1	0	i	0.5
70	O=[N+]([O-])c1ccc(Nc2nc(Cl)nc(NCCO)n2)cc1	-1.5	-7	·	2.3	-0.9	6	23	i	-0.4
